Bioassay records: PubChem, several laboratories
PKA-R1A activ = activators of PKA-R1A holoenzyme, primary screen, biochemical, fluorescence polarization, Cy5-IP20, bovine R1A, mouse PKAc. PKA-R1A dissociation; scaled: DMSO 0%, 113 µM cGMP 100%. activation, % at 11.4 µM. 340,000 tested, 0.083% active;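 active = percent activation above the mean of all tested compounds plus 3 SD, cut at about 19% in these data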;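 also: higher means more PKAc released from R1A so a rise in polarization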
MOR-DOR inv ag = inverse agonists of MOR-DOR heterodimerization, primary screen, cell-based, luminescence | 340,000 tested, 0.21% active | AID 504357, 2011 | inhibition, % at 9.3 µM | cell-based MOR-DOR heterodimer luminescence, inverse agonism | Mu-type opioid receptor (Homo sapiens) + Delta-type opioid receptor (Homo sapiens), …; in the data active = inhibition above about 22%, passing the limit was not always enough;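 also: 0% = cells with DMSO and 100% = wells without cells with DMSO; values of inactives mirror those of a sister screen read the other way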
Target sequence (P35372 whole entry, looked up): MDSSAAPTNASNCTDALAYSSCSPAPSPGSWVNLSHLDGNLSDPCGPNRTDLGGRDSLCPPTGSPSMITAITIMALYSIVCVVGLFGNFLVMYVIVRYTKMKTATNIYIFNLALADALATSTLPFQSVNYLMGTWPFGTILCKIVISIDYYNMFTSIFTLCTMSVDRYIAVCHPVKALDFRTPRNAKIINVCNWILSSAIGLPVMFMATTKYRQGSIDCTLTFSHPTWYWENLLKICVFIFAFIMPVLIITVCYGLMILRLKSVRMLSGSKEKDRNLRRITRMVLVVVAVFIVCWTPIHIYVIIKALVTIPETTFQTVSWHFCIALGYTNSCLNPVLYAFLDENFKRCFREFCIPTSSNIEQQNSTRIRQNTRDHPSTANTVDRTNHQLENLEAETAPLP
Target sequence (P41143 whole entry, looked up): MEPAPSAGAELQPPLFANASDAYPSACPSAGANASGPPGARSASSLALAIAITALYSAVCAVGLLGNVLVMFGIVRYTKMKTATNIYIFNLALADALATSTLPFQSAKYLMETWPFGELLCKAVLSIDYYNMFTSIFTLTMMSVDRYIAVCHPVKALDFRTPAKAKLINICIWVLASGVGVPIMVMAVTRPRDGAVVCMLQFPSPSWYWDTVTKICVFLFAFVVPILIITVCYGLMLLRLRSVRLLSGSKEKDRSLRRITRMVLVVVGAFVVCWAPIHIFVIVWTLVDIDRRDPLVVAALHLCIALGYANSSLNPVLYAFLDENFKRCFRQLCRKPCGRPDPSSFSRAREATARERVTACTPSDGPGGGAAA
AddAB inh = growth inhibition of E. coli expressing H. pylori AddAB, primary screen, AddAB inhibitor project, absorbance | inhibition, % at 11.9 µM | 330,000 tested, 0.29% active; in the data active = inhibition above about 12%;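 also: 0% = vehicle wells of infected cells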
HTR5A inv ag = HTR5A inverse agonists in luminescence cell assay, primary screen, counter-screen for OPRM1-OPRD1 heterodimer inverse agonist project, full-deck HTS | 5-hydroxytryptamine receptor 5A (Homo sapiens), P47898 | HTR5A cell line, inverse agonism | inhibition, % at 9.3 µM | 340,000 tested, 0.083% active; in the data active = inhibition mostly above about 23%, no sharp cut-off; inactive = mostly below about 18%;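 also: 0% = cells with DMSO and 100% = no-cell wells with DMSO; some compounds called inactive have numbers as strong as hits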
Pemphigus Ab inh = inhibitors of pemphigus antibody binding to DSG3, primary screen, biochemical, bead-based, flow cytometry, scFv-GFP | Desmoglein-3 (Homo sapiens), P32926 | DSG3-coupled beads, scFv-anti-DSG3-GFP binding; stronger effect = lower value | binding (percent of control), % at 10 µM | 310,000 tested, 0.48% active | AID 588358, 2011;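 active = binding more than 3 SD below its plate's average and above zero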;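 also: hits lower antibody fragment binding to DSG3; some compounds called inactive have numbers as strong as hits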
SUMO Mot1 rescue = yeast Mot1-301 growth rescue at high temperature, primary screen, SUMOylation pathway inhibitor project, S. cerevisiae, ATP luminescence, 38.5C. S. cerevisiae Mot1-301 growth rescue; percent above DMSO median, 100 means doubled. growth rescue, % at 18.8 µM. 320,000 tested, 1% active;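 active = every valid replicate shows activation above 250% relative to neutral control wells; inactive = the rest, any valid replicate at or below 250%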;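 also: OY570 slx delta 5 strain wells were the positive control but not used for scaling; some compounds called inactive have numbers as strong as hits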
E coli growth = E. coli V3065 growth inhibition, primary screen, counter-screen for AddAB inhibitor project, absorbance, OD600; 18 h; inhibition, % at 11.9 µM; 330,000 tested, 0.27% active; AID 449728, 2010;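 active = inhibition above the campaign's mean inhibition across all tested compounds plus 3 SD, cut at about 9.9% in these data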;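 also: uninfected addAB+ strain grown without phage in ampicillin broth; 0% = DMSO wells and 100% = ciprofloxacin 0.95 µg/ml wells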
OPRM1-OPRD1 ag = agonists of OPRM1-OPRD1 heterodimerization, primary screen, cell-based, luminescence; activation, % at 9.3 µM; 340,000 tested, 0.3% active; Mu-type opioid receptor (Homo sapiens) + Delta-type opioid receptor (Homo sapiens), …; AID 504326, 2011; cells; in the data active = activation above about 18%;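 also: 0% = vehicle-treated cells and 100% = reference agonist; values of inactives mirror those of a sister screen read the other way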
phage Ecoli inh = growth loss of phage-infected E. coli, primary screen, RecBCD inhibitor project, absorbance, with phage, HTS. inhibition, % at 11.9 µM. 360,000 tested, 0.26% active; in the data active = inhibition above about 11%
HTR5A ag ctr = HTR5A agonists in luminescence cell assay, primary screen, counter-screen for OPRM1-OPRD1 heterodimer agonist project, full-deck HTS; cell-based; 340,000 tested, 0.61% active; activation, % at 9.3 µM; in the data active = activation mostly above about 9.5%, no sharp cut-off; inactive = mostly below about 7.6%;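 also: 0% = cells with vehicle only and 100% = reference agonist; strong numbers were not always called active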
PfHsp90 yeast 2 = growth inhibition of PfHsp90-expressing yeast, primary screen, antimalarial PfHsp90 inhibitor project, S. cerevisiae, BacTiter-Glo luminescence, single point, set 2; BacTiter-Glo ATP, 48 h; yeast lacking PDR1 and PDR3 efflux regulators; inhibition, % at 9.4 µM; 310,000 tested, 0.32% active;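 active = every replicate shows inhibition above about 80%, whatever the replicate mean, limit read from the data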;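 also: 0% = DMSO neutral controls and 100% = 20 µM radicicol positive controls; yeast relying on Plasmodium falciparum Hsp90 in place of its own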
Starred values were filed as active, the others as inactive; / = no result given.

Compound,HTR5A ag ctr,E coli growth,PKA-R1A activ,Pemphigus Ab inh,MOR-DOR inv ag,PfHsp90 yeast 2,AddAB inh,OPRM1-OPRD1 ag,phage Ecoli inh,HTR5A inv ag,SUMO Mot1 rescue
COC(c1ccc(Cl)cc1)(c1ccc(Cl)cc1)C(Oc1nccc(C)n1)C(=O)O (configuration not stated),0,1.1,3,93,0,5,2.0,0.0,1.6,0,-7
COc1ccc(N2CCN(C(CNS(=O)(=O)c3ccc4c(c3)OCCO4)c3ccco3)CC2)cc1 (configuration not stated),2,-1.5,-9,127,-20,11,0.9,3.8,2.0,6,-28
CN(C)S(=O)(=O)c1ccc(C(=O)NCC(C)(C)CN=C2NS(=O)(=O)c3ccccc32)cc1,-3,-0.2,6,/,1,-19,1.3,-0.1,0.7,8,33
COc1ccc(C(=O)N2c3ccccc3CC2C)cc1OC (configuration not stated),-3,0.4,6,/,11,6,0.4,-2.0,2.7,-14,-1
Cc1sc(NC(=O)CSc2ncn(-c3ccccc3)n2)nc1-c1ccccc1,7,0.7,7,102,-16,6,3.4,3.1,0.8,-17,-25
Nc1nonc1C(=O)NCCNS(=O)(=O)c1ccc(F)cc1,-1,0.2,-8,99,4,12,0.0,-0.8,-1.2,5,9
COc1ccc(NC(=O)CSc2nc3c([nH]c4ccccc43)c(=O)n2C)cc1,1,0.8,-1,96,6,-3,0.9,-1.2,1.4,-4,2
C#CC[N+](C)(C)CCCCCCCC,-3,-0.7,0,108,17,-15,0.3,-2.4,2.8,20,273
Cc1cc(C(=O)Nc2ccccc2)c(C)o1,-1,2.9,-11,103,11,37,2.7,-1.8,3.9,16,5
COc1ccc(/C=C/C(=O)N(C(C)C)C(C)C)cc1Br,2,0.2,4,107,10,-3,2.3,-2.0,0.9,16,-15
O=C(Nc1ccc2c(c1)OCCO2)c1ccc(Cl)c([N+](=O)[O-])c1,0,-0.3,-11,96,7,15,4.1,-1.4,2.9,-1,17
COc1ccccc1C1(O)CCN(CC(=O)Nc2nc(-c3ccccc3)cs2)CC1,1,-3.2,-6,102,1,-9,1.8,-0.1,-2.4,-3,27
CCCCCn1nnc2c(=O)oc3ccccc3c21,-4,-2.6,-3,83,-37,/,-1.3,5.1,4.1,10,196
Nc1cccc(-c2cnc3ccccc3n2)c1,-2,-0.7,-3,96,11,9,0.0,-2.2,3.2,6,-17
COc1ccc2cc3c(N)nn(C(=O)c4ccccc4[N+](=O)[O-])c3nc2c1,-1,2.5,0,96,3,28,4.1,-0.6,2.9,3,351
Cc1nc2scc(C)n2c(=O)c1S(=O)(=O)NCc1ccc(F)cc1,0,-0.8,-16,0,15,-5,3.7,-2.9,1.7,-1,29
O=C(Cn1nc(C(=O)O)c2ccccc2c1=O)Nc1cc(C(F)(F)F)ccc1-n1cncn1,-5,-1.4,7,/,6,-9,-0.8,-1.5,0.1,13,5
COC(=O)c1ccccc1S(=O)(=O)NCc1nc2nc(C)cc(C)n2n1,0,-0.8,-5,100,-1,-9,0.8,0.1,1.6,1,10
Nc1ncc([N+](=O)[O-])c(N2CCCCCC2)n1,10,-0.6,-6,109,-4,-1,3.0,0.6,0.9,-27,-8
O=C(Nc1ccccc1N1CCCC1)c1cccc(F)c1,3,-0.6,9,100,12,-31,1.7,-2.5,0.9,-11,4
CCOC(=O)C1(Cc2cccc(OC)c2)CCN(Cc2cc(OC)ccc2OC)CC1,-3,5.8,-3,99,11,-6,1.6,-2.1,5.2,8,-6
O=C(CNc1cccc(S(=O)(=O)N2CCOCC2)c1)Nc1ccccc1F,1,-2.3,-5,113,14,-7,-1.1,-2.6,4.0,3,-3
CCOc1ccccc1C1C(C#N)=C(N)SC(N)=C1C#N,-1,0.1,-3,126,13,19,4.2,-2.7,-0.3,3,-1
[O-][n+]1ccccc1SCc1ccccc1,5,3.2,19*,109,9,-7,4.1,-1.6,1.7,-15,10
Cc1onc(-c2c(Cl)cccc2Cl)c1C(=O)NC1C(=O)N2C1SC(C)(C)C2C(=O)O (configuration not stated),2,2.5,-10,102,10,29,2.3,-1.8,3.1,-7,-4

Next entries follow.
Compound,HTR5A ag ctr,E coli growth,PKA-R1A activ,Pemphigus Ab inh,MOR-DOR inv ag,PfHsp90 yeast 2,AddAB inh,OPRM1-OPRD1 ag,phage Ecoli inh,HTR5A inv ag,SUMO Mot1 rescue
COC(=O)CCCC1=CC2=C(c3ccccc3)C(=O)C(C)(OC(=O)C3CCCC3)C(=O)C2=CN1c1ccccc1 (configuration not stated),8,-1.4,1,97,3,-3,4.5,-0.5,2.7,-9,-6
O=C(NCCO)c1scc2c1OCCO2,0,1.1,9,100,2,-8,2.4,-0.3,1.6,-12,-15
CC1CCN(C(=O)c2ncn(Cc3ccccc3)c2C(=O)N2CCC(C)CC2)CC1,1,-0.1,-14,103,7,17,-0.2,-1.1,-1.2,1,9
Cc1nn(C)cc1/C=N/NC(=O)C(C)(C)Oc1ccc(Cl)cc1,1,-1.2,9,101,6,-2,1.3,-1.2,3.9,3,-15
CN(C)c1ccc(N2C(=NC(=O)COc3ccccc3)SC3CS(=O)(=O)CC32)cc1 (configuration not stated),0,-1.8,5,92,4,10,3.8,-0.8,4.2,-11,8
O=C(NCc1ccccc1)c1onc(CSc2ccccn2)c1C(=O)NCc1ccccc1,0,0.8,-9,100,1,-7,4.3,-0.1,1.8,1,-2
CC1(C)CC(=O)C2=C(C1)NCN(CCCN1CCOCC1)C2,1,-2.0,-2,/,14,6,0.5,-2.8,4.8,-2,-3
O=C(COC(=O)c1cnc(Cl)c(Cl)c1)Nc1ccc(S(=O)(=O)N2CCCC2)cc1,-1,0.1,-4,112,-1,11,0.5,0.2,4.3,28,14
COc1ccc(C)c(NC(=O)C2CC(=O)NC3=C2C(=O)CCC3)c1 (configuration not stated),1,-0.2,0,103,0,2,1.6,0.0,0.8,-3,20
O=C(O)Cn1nnc(-c2ccc(OCc3ccccc3)cc2)n1,-1,-1.5,6,112,10,3,-2.5,-2.1,2.7,3,-8
O=C(NNC(=O)c1cc(S(=O)(=O)N2CCCCC2)ccc1Cl)c1ccccc1O,-6,10*,-2,94,7,22,10,-1.7,1.7,14,-17
Cc1cc(NC(=O)CCC(=O)N(c2ccccc2)C(C(=O)NC2CCCCC2)c2cccs2)no1 (configuration not stated),-1,0.8,-4,102,6,3,3.8,-1.1,4.8,3,/
COc1ccc(C(=O)c2sc(Nc3ccccc3)c(C(=O)Nc3ccc(OC)c(OC)c3)c2N)cc1,3,0.6,-3,111,2,-5,0.0,-0.4,-1.8,10,0
COc1ccc(/C=C/C(=O)NNc2cc(=O)n(C)c(=O)n2C)cc1OC,0,-0.3,-3,97,27,-5,-2.2,-5.1,0.0,1,-8
COc1ccc2[nH]c3c(c2c1)CCC/C3=N\N,0,1.3,-3,106,12,8,0.8,-2.3,2.2,8,0
CCN(CC(=O)NC1CCS(=O)(=O)C1)S(=O)(=O)c1ccc(Cl)cc1C(F)(F)F (configuration not stated),4,-2.4,-9,103,16,/,0.2,-3.0,1.9,-12,11
COc1ccc(-c2nc(CS(=O)(=O)CC(=O)NCCCN3CCN(C)CC3)c(C)o2)cc1,1,0.3,10,100,10,-19,3.4,-1.9,0.0,1,17
CC(C)COC(=O)c1ccc(NC(=O)C2C3CCC(C3)C2C(=O)O)cc1 (configuration not stated),-2,-0.8,-6,100,8,-7,2.4,-1.8,1.7,6,1
COc1ccc(NC(=O)CS(=O)CC(=O)Nc2ccc(F)cc2F)cc1 (configuration not stated),4,1.4,-4,110,16,19,2.2,-3.0,0.3,-10,-4

Looked up one by one from the list above:
Compound,HTR5A ag ctr,E coli growth,PKA-R1A activ,Pemphigus Ab inh,MOR-DOR inv ag,PfHsp90 yeast 2,AddAB inh,OPRM1-OPRD1 ag,phage Ecoli inh,HTR5A inv ag,SUMO Mot1 rescue
O=C(O)Cn1nnc(-c2ccc(OCc3ccccc3)cc2)n1,-1,-1.5,6,112,10,3,-2.5,-2.1,2.7,3,-8
COc1ccc(/C=C/C(=O)NNc2cc(=O)n(C)c(=O)n2C)cc1OC,0,-0.3,-3,97,27,-5,-2.2,-5.1,0.0,1,-8
O=C(NNC(=O)c1cc(S(=O)(=O)N2CCCCC2)ccc1Cl)c1ccccc1O,-6,10*,-2,94,7,22,10,-1.7,1.7,14,-17
COC(=O)CCCC1=CC2=C(c3ccccc3)C(=O)C(C)(OC(=O)C3CCCC3)C(=O)C2=CN1c1ccccc1 (configuration not stated),8,-1.4,1,97,3,-3,4.5,-0.5,2.7,-9,-6
COc1ccc(C(=O)c2sc(Nc3ccccc3)c(C(=O)Nc3ccc(OC)c(OC)c3)c2N)cc1,3,0.6,-3,111,2,-5,0.0,-0.4,-1.8,10,0
